# BRCA1 expr act: BRCA1 expression activation | MCF7-BRCA1-FFLuc reporter, luminescence, 48 h; response scale: scaled: vehicle 0%, 10 µM genistein 100% | AID 624202 | Potency, µM (titrated, usually from 46.1 µM), for the others: top-dose activation, hits mostly activators | actives 1.1% (n = 380,000); note: potency is the fitted concentration of half-maximal effect; nearly all actives have a fitted effect of over 80% in size; some results filed as inactive show a strong effect at the top dose
#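 MCF7 cells carrying a BRCA1-firefly luciferase reporter (2000 cells/well, phenol-red free MEM) were attached for 2 h at 37 °C, then given compounds for 48 h. Luminescence was read 15 min after luciferase reagent; activity normalized to genistein (10 microM) and DMSO.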
# ELG1 genotox: inducers of genotoxicity in HEK293T ELG1-luciferase cells. AID 504466. HEK293T ELG1-luciferase reporter, luminescence, 16 h. Potency, µM (titrated, usually from 46 µM), for the others: at the top dose activity change, positive = activation, actives largely listed as activators. actives 1.3% (n = 330,000); note: potency is the fitted concentration of half-maximal effect; % of control where 0% means no effect; nearly all actives have a fitted effect of over 60% in size
#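 Luminescence read-out: rising ELG1-luciferase signal, reflecting elevated ELG1 protein under genetic stress, flags genotoxic compounds. Cells were treated for 16 hr at 37 °C before ONE-Glo detection.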
# uPA generation: cell surface uPA generation inhibition. cell surface uPA generation assay, qHTS. Potency, µM (highest dose often 38.3 µM), inactives show at the highest dose activity change, negative = inhibition, most hits filed as inhibitors. actives 0.31% (n = 330,000). AID 540303; active = well fitted inhibition curve with a large enough effect; inconclusive = small, poorly fitted or top-dose-only effect; inactive = no such curve, though single readings can be large or run the other way; tested in mouse RAW 264.7 cells; note: potency is the fitted concentration of half-maximal effect; % is set by controls: 0 for no effect and ±100 for the full control effect; nearly all actives have a fitted effect of over 55% in size
# Eya2 inh: Eya2 (human) phosphatase inhibition | O00167 | recombinant Eya2, OMFP fluorescence dephosphorylation (OMFP is methylfluorescein phosphate) | Potency, µM (top dose mostly 76.9 µM), without a hit: at the highest dose activity, negative = inhibition, hits mostly inhibitors | actives 0.006% (n = 330,000) | AID 488837; note: potency is the fitted concentration of half-maximal effect; % is set by controls: 0 for no effect and ±100 for the full control effect
#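 Eya2 protein (added as 0.2 uM solution) was preincubated with compound for 10 min at ambient temperature in 50 mM HEPES pH 7.5, 50 mM NaCl, 5 uM MgCl2, 0.05% BSA, 1 mM DTT. OMFP (added at 50 uM) then reacted 10 min; fluorescence read at 485/525 nm.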
# a7 integrin act: activators of alpha7 integrin expression for muscular dystrophy; Potency, µM (titrated, usually from 38.3 µM), without a hit: top-dose activation, most hits filed as activators; actives 0.064% (n = 350,000); AID 624291; alpha7betagal myoblasts, beta-gal FDG fluorescence, 48 h;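 note: potency is the fitted concentration of half-maximal effect; 100% = response of the positive control SU9516; nearly all actives have a fitted effect of over 60% in size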
#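 alpha7betagal+/- myoblasts (passage 13, 250/well) treated 48 h at 37C with compounds at 1:260 dilution of DMSO stock. Lysed, then beta-galactosidase activity read as FDG fluorescence (ex 480/em 540) after 30 min, with pre-read for autofluorescence.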
# ASM inhibitor: inhibitors of human secretory acid sphingomyelinase; P17405; placental ASM, HMU-PC fluorogenic substrate, 60 min; Potency, µM (highest dose often 57.5 µM), inactives show at the highest dose activity change, negative = inhibition, hits mostly inhibitors; actives 0.006% (n = 340,000); AID 504937; note: potency is the fitted concentration of half-maximal effect
# Target sequence (P17405 47-631 limits assumed): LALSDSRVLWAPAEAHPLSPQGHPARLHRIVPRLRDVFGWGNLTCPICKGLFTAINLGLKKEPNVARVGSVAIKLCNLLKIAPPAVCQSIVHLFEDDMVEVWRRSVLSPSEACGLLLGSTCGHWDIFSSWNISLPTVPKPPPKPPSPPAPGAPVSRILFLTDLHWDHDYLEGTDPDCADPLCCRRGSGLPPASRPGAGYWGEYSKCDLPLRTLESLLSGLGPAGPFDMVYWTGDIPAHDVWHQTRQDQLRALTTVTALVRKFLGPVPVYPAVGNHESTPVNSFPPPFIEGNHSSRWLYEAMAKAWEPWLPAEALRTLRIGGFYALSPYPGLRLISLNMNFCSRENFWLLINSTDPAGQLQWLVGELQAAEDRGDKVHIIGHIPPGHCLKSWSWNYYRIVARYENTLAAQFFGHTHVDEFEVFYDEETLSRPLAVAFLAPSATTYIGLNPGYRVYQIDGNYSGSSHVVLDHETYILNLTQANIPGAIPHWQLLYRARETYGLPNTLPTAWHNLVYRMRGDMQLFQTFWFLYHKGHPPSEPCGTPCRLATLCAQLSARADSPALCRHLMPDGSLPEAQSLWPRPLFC
#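 qHTS format. ASM enzyme prepared from human placenta hydrolyses the fluorogenic substrate HMU-PC0 (9 uM final) over 60 min at 37 °C after a 10 min compound preincubation.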
# B2AR arrestin: agonists driving beta-arrestin recruitment to human beta2-adrenergic receptor. actives 0.02% (n = 330,000). AID 492947. P07550. beta-arrestin recruitment to beta2AR, cell-based reporter. Potency, µM (titrated, usually from 46.1 µM), without a hit: at the top dose activation, hits mostly activators;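 note: potency is the fitted concentration of half-maximal effect; 0% = DMSO controls and full agonism = EC100 isoproterenol or metaproterenol; nearly all actives have a fitted effect of over 65% in size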
# Target sequence (P07550 whole entry, looked up): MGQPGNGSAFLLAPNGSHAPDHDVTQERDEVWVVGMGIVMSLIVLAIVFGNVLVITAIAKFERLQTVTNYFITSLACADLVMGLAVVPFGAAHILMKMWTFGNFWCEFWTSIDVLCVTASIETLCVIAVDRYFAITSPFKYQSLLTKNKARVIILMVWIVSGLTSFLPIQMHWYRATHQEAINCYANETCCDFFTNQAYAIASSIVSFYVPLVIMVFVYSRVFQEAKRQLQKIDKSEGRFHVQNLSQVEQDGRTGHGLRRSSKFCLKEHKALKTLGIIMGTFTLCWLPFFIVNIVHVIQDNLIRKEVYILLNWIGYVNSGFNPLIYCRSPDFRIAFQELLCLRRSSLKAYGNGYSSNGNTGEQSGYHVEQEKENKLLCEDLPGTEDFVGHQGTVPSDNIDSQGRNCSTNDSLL
# p53 reactivator: mutant p53 re-activation in reporter cells. H1299 p53-A138V BP100-luciferase reporter, luminescence, 24 h. Potency, µM (doses to about 92.2 µM), inactives show at the highest dose activity change, positive = activation, usual class: activators. actives 0.063% (n = 320,000). AID 504706; note: potency is the fitted concentration of half-maximal effect; % of control where 0% means no effect; nearly all actives have a fitted effect of over 45% in size
#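 H1299 (p53-null), stable ts p53-A138V + BP100-Luc; 1000 cells/well, Opti-MEM/10% FBS; cpd 4 pt, 1:5; 24 h, 37 deg C, 5% CO2; detection reagent 10 min RT; luminescence.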
# TRPV1 ag: activates the human vanilloid receptor TRPV1. TRPV1-expressing cells, Fluo-8 calcium influx, agonist mode. Q8NER1. AID 540275. activation, % at 8.33 µM. actives 0.19% (n = 320,000); in the data active = activation above about 80%; inconclusive = between about 30% and that limit; note: 0% is about no effect
#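 Fluo-8 calcium influx in TRPV1-expressing cells, kinetic read (ex 480/em 520 nm). Compound added and read 3 min for agonist activity, followed by capsaicin at EC20 final and 2 min further read for enhancement.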
# TSG101-PTAP inh: blocks PTAP/TSG101 interaction to inhibit HIV-1 budding | Q99816 | Fluorescence polarization, FITC-PTAP peptide / Tsg101 binding | Potency, µM (highest dose often 115 µM), for the others: at the top dose activity change, negative = inhibition, actives largely listed as inhibitors | 340,000 tested, under 10 active | AID 493005; active = well fitted inhibition curve with a large enough effect in the main read-out, with a control signal flat, not every such curve was filed as active; inconclusive = small, poorly fitted or top-dose-only effect, or effect the other way, or a change in a side signal; inactive = no such curve, though single readings can be large or run the other way; note: potency is the fitted concentration of half-maximal effect; % of control where 0% means no effect
#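 Tsg101 binding domain (10 uM final) was mixed with compound and a FITC-labeled PTAP peptide (50 nM final) in HEPES pH 7.5 buffer with NaCl, Tween 20, EDTA and TCEP; fluorescence polarization was read after 20 min at r.t.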
# USP2a block: USP2a (human) protease inhibition. O75604. USP2 core, Ub-CHOP2 coupled fluorogenic reporter, 485/531. AID 463254. Potency, µM (top dose mostly 38.3 µM), for inactives: at the top dose activity change, negative = inhibition, hits mostly inhibitors. actives 0.01% (n = 330,000);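 note: potency is the fitted concentration of half-maximal effect; plate controls were DMSO wells for no effect and full inhibition by NEM control for full effect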
#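 Deubiquitinase activity read as fluorescence (485/531 nm) after Ub-CHOP2 cleavage activates the enterokinase reporter on its substrate; USP2 core 10nM, Ub-CHOP2 and substrate 25nM each, 30min compound preincubation then 60min RT; data normalized to NEM, curves fitted.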
# * marks the source's active call; other numbers are inactive results; ? = inconclusive; · = not tested or not shown; [ ] = another dose, or the depositor's remark. Unless noted, calls come from the whole dose curve; as a rule, active = well fitted curve in the direction sought with a large enough effect; inconclusive = small, poorly fitted or top-dose-only effect, or another doubt; inactive = no such curve, though single readings can be large; an effect the other way counts as inactive or inconclusive.
mol | BRCA1 expr act | ELG1 genotox | uPA generation | Eya2 inh | a7 integrin act | ASM inhibitor | B2AR arrestin | p53 reactivator | TRPV1 ag | TSG101-PTAP inh | USP2a block
N#Cc1ccc(-c2nc3cc(Cl)ccc3c(=O)n2O)cc1 | -57% | -6% | 5% | 11% | -1% | -5% | 0.5% | 4% | -3 | -8% | -3%
CCOc1ccc(CN2CCN(Cc3cc4ccccc4[nH]3)CC2CCO)cc1 (stereo not given) | -38% | -2% | 14% | -1% | -14% | 10% | 0.4% | 0% | 9 | -8% | 0%
CCOC(=O)N1CCC(NC(=O)c2cc3c(C)nc4ccccc4c3o2)CC1 | -17% | -11% | -4% | 4% | -14% | -2% | -0.6% | -2% | -4 | 1% | 2%
S=c1[nH]nc(Cc2ccccc2)n1-c1ccccc1 | -2% | 3% | 4% | -18% | -1% | 4% | -0.1% | -11% | 0 | -5% | 0%
O=C(N/N=C/c1cccs1)c1ccc2ncccc2c1 | ? | 8% | -2% | 0% | 5% | -3% | -0.3% | -2% | 23 | -4% | 1%
O=C(Nc1ccccc1N1CCOCC1)c1cc2c(s1)CCCCC2 | 80% | 7% | -1% | 0% | 6% | 7% | -0.2% | 20% | 23 | -1% | 2%
CC(OC(=O)c1ccco1)C(=O)NC1CCCC1 (stereo not given) | 1% | -1% | 3% | -8% | -29% | -4% | -0.4% | 6% | -1 | -1% | 1%
O=C(CCSCc1ccc(Cl)cc1)NCc1cccs1 | 2% | 2% | 1% | -7% | -15% | 4% | 0.0% | -2% | ? | -2% | 3%
CCCCc1nc(SCC(=O)Nc2nnc(CCCC)s2)n[nH]1 | 15% | 2% | -3% | -6% | -7% | 4% | -1.0% | 15% | -1 | 0% | 0%
O=C(NC1CCCCC1)C(c1ccccn1)N(C(=O)c1csnn1)C1CC1 (stereo not given) | 0% | 1% | -3% | 8% | -8% | 1% | -0.3% | -1% | -1 | 0% | -1%
N/C(=N\OC(=O)C12CC3CC(CC(C3)C1)C2)c1ccncc1 | 29% | 8% | 4% | -2% | -15% | 0% | -0.8% | 13% | 29 | 0% | 5%
CCO[C@@H]1c2c(ccc3ccc(=O)oc23)OC(C)(C)[C@H]1O | -6% | 3% | 4% | 3% | -15% | 12% | 0.0% | -10% | -4 | -6% | 1%
COc1cc2c(cc1OC)C(NC(=O)C(F)(F)F)C/C2=N\O (stereo not given) | 6% | 0% | 2% | 0% | 11µM* | -4% | 0.2% | 0% | 2 | -5% | 0%
CCN(CC)CCCNc1ccc2ncn3c4ccc(O)cc4c(=O)c1c23 | -79% | · | -8% | · | -21% | 0% | · | · | · | ? | ·
CCOc1ccccc1N1CC(C(=O)Nc2ccc(S(=O)(=O)N3CCCCC3)cc2)CC1=O (stereo not given) | -31% | -8% | -4% | -1% | -15% | 38% | -0.8% | -3% | -1 | -4% | 1%
CC1Nc2nc(N(C)C)[nH]c(=O)c2NC1C (stereo not given) | -17% | 1% | 0% | -2% | 1% | 178%[activator] | -0.9% | 11% | -8 | 0% | 1%
CCc1noc(C)c1C(=O)N(C)CC(=O)Nc1ccc(Cl)c(Cl)c1 | -30% | 10% | 5% | 9% | 3% | -3% | 0.0% | -3% | 5 | -2% | -2%
Cn1c(SCC(=O)c2ccc3c(c2)Cc2ccccc2-3)nnc1-c1cccc(N)c1 | -25% | 1% | -2% | -35% | -10% | ? | 8.8% | -4% | -11 | -2% | -23%
COc1ccccc1NC(=O)/C(N=Nc1ccc(C)c(S(=O)(=O)Nc2ccccc2Cl)c1)=C(\C)O | -57% | -3% | -1% | -22% | 29% | -6% | -1.0% | 23% | · | -7% | 1%
N#Cc1ccc(-c2cccnc2)nc1SCC(N)=O | 37% | 1% | -1% | -16% | ? | 5% | -0.3% | 2% | -3 | 0% | -1%
Cn1nnnc1SCC(=O)N1CCN(S(=O)(=O)c2ccc(Cl)cc2)CC1 | 0% | 0% | -5% | 4% | -23% | 5% | -1.1% | -4% | -5 | 0% | 0%
O=C(O)c1ccccn1 | 9% | 0% | 12% | 3% | · | 4% | 0.0% | -7% | 3 | -5% | 2%
CC(C)c1ccc(NC(=O)c2cc(S(=O)(=O)N3CCCC3)c[nH]2)cc1 | -33% | 0% | -13% | 2% | 24% | -5% | 0.5% | · | ? | -3% | 2%
O=C(NCC1CCCN(Cc2ccc3c(c2)OCCO3)C1)c1ccc2c(c1)OCO2 (stereo not given) | 12% | -4% | -2% | ? | 20% | 0% | -0.4% | -7% | 5 | -3% | -2%
Cc1cc(=O)oc2cc(NC(=O)Cc3ccccc3[N+](=O)[O-])ccc12 | -9% | 12% | -14% | 6% | 10% | 302%[activator] | 0.2% | 3% | 8 | -2% | 0%
COC(=O)CNC(=O)CSc1nc2sccc2c(=O)n1-c1ccccc1 | -5% | 15% | -2% | 16% | ? | -2% | -0.8% | -7% | 0 | -3% | 1%
COc1ccc(NC(=O)c2ccc3c(SCC(=O)O)c4c(nc3c2)CCCC4)cc1Cl | · | 0% | · | -12% | · | · | 0.1% | 1% | -4 | · | 2%
Cc1cc(C)cc(NC(=O)c2cc(C)nn2C)c1 | 34% | 6% | -1% | 1% | -13% | 3% | -0.4% | 0% | 4 | -3% | 2%
O=C(CSc1nc(Cc2ccccc2)nc2ccccc12)Nc1nc2c(s1)CCCC2 | 13% | -4% | 7% | -23% | -18% | -9% | 0.0% | 8% | 4 | 0% | 2%
COc1cccc(/C=N/Nc2ncc(C)c(=O)[nH]2)c1OC | 10% | 10% | -2% | 14% | 11% | 0% | 0.1% | 9% | 6 | -3% | 4%
CC(C)N(Cc1nc(-c2ccccc2)no1)C(=O)c1ccc([N+](=O)[O-])cc1 | -19% | -5% | 8% | -9% | -30% | -1% | 0.1% | 9% | -1 | -2% | 0%
CC(=O)Nc1ccc(NC(=O)Cn2c(=O)n(-c3ccc(C)cc3)c(=O)c3oc4ccccc4c32)cc1 | -8% | -8% | 4% | 8% | -1% | -6% | 0.2% | -5% | 1 | -1% | 0%
CCN(CC)CCNC(=O)c1cc(Nc2ccc(OC)c(OC)c2)nc2ccccc12 | 5% | -1% | -2% | -5% | -17% | -4% | -0.5% | -3% | 3 | 0% | -5%
Cc1ccc(C)n1NC(=O)c1ccc(O)cc1 | 3% | -7% | 10% | 8% | 16% | 1% | -0.2% | -5% | -5 | -12% | -2%
CN(C(=O)c1coc(=O)c2ccccc12)c1ccc(F)cc1 | -12% | -3% | -1% | 4% | 27% | 2% | -0.4% | -7% | -2 | -2% | 3%
Cc1ccc(C(=O)N2CCN(c3ccccn3)CC2)cc1Cl | 0% | -5% | -1% | -8% | -8% | -1% | -0.1% | -46%[inhibitor] | 16 | 0% | 0%
NC(=O)NC(=O)COC(=O)CCCCCNS(=O)(=O)c1ccc2c(c1)OCCO2 | 2% | -1% | -5% | -1% | 28% | -2% | -0.3% | -1% | 0 | -1% | 3%
COc1cc(NC(=O)COC(=O)c2nc3nc(C)cc(C)n3n2)cc(OC)c1 | -2% | 2% | · | 1% | 4% | 5% | -0.2% | -3% | 0 | -4% | 3%
O=C1CN(C(=S)Nc2ccccc2Cl)CCN1 | 0% | -2% | -8% | -10% | -21% | 5% | 0.0% | 6% | -6 | 1% | 2%
CN(C)C(=O)c1ccc(Cl)cc1[N+](=O)[O-] | 21% | 2% | 3% | 0% | 39% | 0% | -0.5% | 7% | 2 | -2% | 3%
Cc1nc2ccccc2c(=O)n1/N=C/C=C/c1ccccc1 | 17% | -6% | -2% | 1% | -6% | 0% | -0.3% | -5% | ? | 0% | -1%
COc1ccc(-c2csc(NC(=O)CCS(=O)(=O)c3ccccc3)n2)c(OC)c1 | 21% | 0% | ? | 0% | -29% | -5% | 6.9% | -4% | 1 | -3% | -7%
CC1CC(NNC(=O)c2ccccc2)=Nc2ccccc2N1C (stereo not given) | -20% | -1% | 0% | 2% | -25% | 0% | 0.1% | -14% | -2 | -3% | 2%
CCNc1c(NCC)c(=O)c1=O | -5% | -1% | 2% | -2% | -2% | -3% | 0.0% | -1% | -2 | 0% | -1%
Cn1c(SCCS(=O)(=O)c2ccc(Cl)cc2)nnc1-c1ccccc1 | -16% | -2% | 1% | -14% | -4% | 5% | 0.0% | 4% | 13 | -5% | -2%
CN(C)S(=O)(=O)c1ccc(Cl)c(NC(=O)COC(=O)C2CSC3(C)CCC(=O)N23)c1 (stereo not given) | -4% | 1% | 1% | 2% | 36% | 5% | 4.7% | 7% | 0 | -4% | 0%
Cc1cccc(N2C(=O)NC3(CCCCC3)C2=O)c1 | 0% | 10% | 0% | -13% | 12% | -1% | -0.1% | 1% | 0 | -8% | 0%

# From PubChem
